hcGAS lum: Primary biochemical luminescence assay for human cyclic GMP-AMP synthase inhibitors; Q8N884; recombinant h-cGAS, ATP depletion, Kinase-Glo luminescence; inhibition, % at 12.5 µM; hit rate 0.081% among 290,000;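 further: 0% = vehicle reaction and 100% = reaction without DNA for no activity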
Target sequence (Q8N884 whole entry, looked up): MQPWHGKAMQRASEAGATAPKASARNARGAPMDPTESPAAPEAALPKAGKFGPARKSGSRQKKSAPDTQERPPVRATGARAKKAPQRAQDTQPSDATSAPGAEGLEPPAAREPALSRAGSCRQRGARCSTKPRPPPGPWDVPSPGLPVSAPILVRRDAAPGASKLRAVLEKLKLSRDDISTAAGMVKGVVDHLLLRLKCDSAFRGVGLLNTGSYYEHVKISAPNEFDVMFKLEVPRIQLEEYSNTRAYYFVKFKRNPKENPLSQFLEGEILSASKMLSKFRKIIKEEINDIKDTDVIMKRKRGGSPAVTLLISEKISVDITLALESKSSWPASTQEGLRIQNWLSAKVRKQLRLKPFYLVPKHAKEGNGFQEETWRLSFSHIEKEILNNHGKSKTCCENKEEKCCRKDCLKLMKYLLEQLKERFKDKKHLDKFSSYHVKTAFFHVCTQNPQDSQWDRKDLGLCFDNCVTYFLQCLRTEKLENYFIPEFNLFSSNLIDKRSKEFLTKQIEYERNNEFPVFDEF
mcGAS inh: cyclic GMP-AMP synthase inhibitors, mouse, primary biochemical chemiluminescence; Q8C6L5; recombinant cGAS, Kinase-Glo ATP depletion luminescence; inhibition, % at 12.5 µM; hit rate 0.15% among 160,000;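 further: 0% = negative control wells and 100% = reference inhibitor with no enzyme activity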
NPYLR7 ag: agonists of mosquito NPYLR7 receptor, primary screen, cell-based, Aedes aegypti, calcium fluorescence, mosquito biting behavior. AID 1259423, 2018. activation, % at 10 µM. hit rate 0.15% among 270,000. HEK293T NPYLR7/Galpha15, GCaMP6s calcium fluorescence. Aedes aegypti neuropeptide Y-like receptor 7 (NPYLR7); in the data active means activation above about 40%;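 further: 0% = vehicle and 100% = reference agonist at the receptor; some compounds past the cut are filed as inactive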
* = called active by the depositor; / = not tested or not shown; & = joins results of further samples. Unless noted, no stated cut-off is given here; in the data, active means inhibition above about 40%; inactive means the rest.

SMILES | hcGAS lum | mcGAS inh | NPYLR7 ag
CCc1c(C(=O)N2C[C@H](N)C[C@H]2C(=O)NC(C)C)csc1C | -1 | -1 | -6
CCc1ccc(C(=O)NCC2(O)C3CC4CC(C3)CC2C4)[nH]1 (stereo not drawn) | -12 | -6 | /
CCN(CC)C(=O)COC(=O)c1cc(-c2cc(C)sc2C)nc2onc(C)c12 | -2 | / | 3
COC(=O)C(C)(C)NCc1cccc(Cl)c1 | -2 | / | -4
O=C(CCN(Cc1ccco1)c1nc(C2CC2)nc2cc(Cl)ccc12)N1CCOCC1 | -6 | -5 | 11
CN1C(=O)C(NC(=O)c2ccccc2)c2cc(Br)ccc21 (stereo not drawn) | 0&-3 | / | 2&3
COCCCn1c(C)cn2c3c(=O)n(Cc4ccc(C)cc4)c(=O)n(C)c3nc12 | -15 | / | 12
CC1CCc2sc(C(=O)N(C)CC(=O)Nc3cccc(F)c3)cc2C1 (stereo not drawn) | -6 | / | 2
CCCCN(CCCC)CCC(O)c1cc2c(Cl)cc(Cl)cc2c2cc(C(F)(F)F)ccc12 (stereo not drawn) | 1 | / | -7
Nc1cc(OCc2ccccc2)nc(=S)[nH]1 | -9 | / | -7
CCOc1ccc(C(C2Sc3nc(C)nn3C2=O)N2CCC(C)CC2)cc1OC (stereo not drawn) | -6 | -8 | 0
Cc1ccnc(C(NC(=O)CCc2c(C)nn(C)c2C)C2CC2)c1 (stereo not drawn) | -5 | -18 | 19
COc1cccc(CN2CCN(C3CCN(c4cccc(C)c4C)CC3)CC2CCO)c1 (stereo not drawn) | -7&-7 | / | -1&1
COc1ccc2[nH]c(C(=O)N3CCC(O)(CO)CC3)c(C)c2c1 | -4 | -16 | -3
Cc1cc(C)c2nc(C)cc(NC(=O)COc3ccccc3)c2c1 | -13 | -9 | 6
Cc1cccc(CC(=O)Nc2c(C)nc3ccc(C)cn3c2=O)c1 | -17 | / | 4
CC(C)N(Cc1ccc(OS(=O)(=O)c2ccc(F)cc2)cc1)C(=O)c1cc(Cl)cc(Cl)c1 | -6 | -5 | -2
Cc1ccccc1C(=O)N[C@@H]1CCCCC1NC(=O)C1CCCN(C(=O)c2cccc([N+](=O)[O-])c2)C1 (stereo partly drawn) | -6 | -4 | 12
O=C(O)CCC(=O)N(CCc1ccccc1)C1CC(=O)N(c2ccc(Br)cc2)C1=O (stereo not drawn) | -5 | -4 | 0
O=C(CN1CCOC2CCCCC21)NCC1Cc2ccccc2O1 (stereo not drawn) | -7 | / | 4
C=S(CCC)NS(=O)(=O)c1ccc(C)cc1 (stereo not drawn) | -10 | / | 6
COc1ccc(CC(=O)Nc2cc(-c3cccs3)nn2-c2nc(C)cc(=O)[nH]2)cc1 | -1 | / | -2
O=C1C2C3C=CC(C4CC34)C2C(=O)N1CCc1ccccc1 (stereo not drawn) | -6 | -5 | 5
CC(=O)Oc1cccc(/C=c2\sc3nc(/C=C/c4ccc(C)cc4)nn3c2=O)c1 | -21 | -7 | 6
CCCCc1ccc(C(=O)N2CCC3(CC2)NC(=O)c2cc(Cl)ccc2N3)cc1 | -6 | -5 | 4

Filtered by structure: the compounds so far with a carbonyl joined to an NH by a bond outside any ring (ten)
SMILES | hcGAS lum | mcGAS inh | NPYLR7 ag
CCc1c(C(=O)N2C[C@H](N)C[C@H]2C(=O)NC(C)C)csc1C | -1 | -1 | -6
CCc1ccc(C(=O)NCC2(O)C3CC4CC(C3)CC2C4)[nH]1 (stereo not drawn) | -12 | -6 | /
CN1C(=O)C(NC(=O)c2ccccc2)c2cc(Br)ccc21 (stereo not drawn) | 0&-3 | / | 2&3
CC1CCc2sc(C(=O)N(C)CC(=O)Nc3cccc(F)c3)cc2C1 (stereo not drawn) | -6 | / | 2
Cc1ccnc(C(NC(=O)CCc2c(C)nn(C)c2C)C2CC2)c1 (stereo not drawn) | -5 | -18 | 19
Cc1cc(C)c2nc(C)cc(NC(=O)COc3ccccc3)c2c1 | -13 | -9 | 6
Cc1cccc(CC(=O)Nc2c(C)nc3ccc(C)cn3c2=O)c1 | -17 | / | 4
Cc1ccccc1C(=O)N[C@@H]1CCCCC1NC(=O)C1CCCN(C(=O)c2cccc([N+](=O)[O-])c2)C1 (stereo partly drawn) | -6 | -4 | 12
O=C(CN1CCOC2CCCCC21)NCC1Cc2ccccc2O1 (stereo not drawn) | -7 | / | 4
COc1ccc(CC(=O)Nc2cc(-c3cccs3)nn2-c2nc(C)cc(=O)[nH]2)cc1 | -1 | / | -2

Further entries
SMILES | hcGAS lum | mcGAS inh | NPYLR7 ag
O=C(N[C@H](CO)Cc1ccccc1)c1ccc2nc(-c3ccccc3)c(-c3ccccc3)nc2c1 | -5 | / | -7
CC(C)Cc1ccc(C(NC(=O)N2CCC(C(N)=O)CC2)C(C)C)cc1 (stereo not drawn) | 2 | / | -3
COc1ccc(/C=C2\C=C(c3ccccc3)N(c3cccc4ccccc34)C2=O)cc1 | -5 | -1 | 8
Cc1c(C(=O)N2CCC(n3c(=O)[nH]c4ccccc43)CC2)cc(-c2ccccc2)n1-c1ccc2c(c1)OCO2 | 5 | 2 | -5
CCCOc1ccc(-c2cccc(NS(=O)(=O)c3ccc(C)cc3)c2)nn1 | 3 | -5 | -1
CC(=O)NCCNc1cc(C)nc(-c2cccnc2)n1 | -6 | -14 | 6
Nc1nc(O)c(Sc2ccccc2[N+](=O)[O-])c(=O)[nH]1 | -6 | / | -4
Brc1ccc(-c2csc3[n+]2CCCCC3)cc1 | 3&-2 | -5 | -1&5
Cn1cnnc1SCC(=O)c1ccc(-c2ccccc2)cc1 | -27 | / | 0
CCCCC(=O)NCCc1c(Cc2ccccc2)[nH]c2ccccc12 | -2 | / | -13
CCOC(=O)c1ccc(Oc2nc(OC)nc(N(C)C)n2)cc1 | 0 | / | 2
Cc1ccc(C2(O)CCN(c3ccc(CS(C)(=O)=O)cn3)CC2)nc1 | -8 | -19 | 4
COc1cccc(-n2c(-c3ccccc3)cc(C(=O)N3CCN(C(=O)C(Cl)Cl)CC3)c2C)c1 | -8 | -4 | -2
O=C1CCC(C(=O)Nc2ccc(OC(F)F)cc2)=NN1 | -7 | / | 0
COc1ccc(-c2nc(NCCN3CCCCC3)nc3nn(C)c(N)c23)c(F)c1 | 1 | 1 | /
CC(CC(=O)Nc1ccc(S(=O)(=O)Nc2nccc(C(F)(F)F)n2)cc1)c1ccccc1 (stereo not drawn) | 4 | / | 6
COc1ccccc1C(=O)Nn1cnc2c(cnn2C(C)(C)C)c1=O | -12 | / | 4
CCOC(=O)C1=C(CN2CCCC2c2ccc3c(c2)OCCO3)NC(=O)NC1C (stereo not drawn) | -11 | / | -1
Cc1onc(-c2c(Cl)cccc2Cl)c1C(=O)N1CCN(c2nc3nccc(-c4ccc(N5CCOCC5)cc4)n3n2)CC1 | -3 | -5 | 6
COCCNC(=O)c1cc(-c2ccc(F)cc2)nc2ccccc12 | -1 | -3 | -16
O=C(NC1CCN(c2ccccc2C(=O)N2CCOCC2)CC1)c1ccco1 | 0 | 0 | -1
Cc1ccc(-c2ccc(F)cc2O)c2cccnc12 | -4 | -25 | -1
O=C(c1cccc([N+](=O)[O-])c1)N1CCN(C(C(=O)N2CCCC2)C2CCCC2)CC1 (stereo not drawn) | -7 | -6 | -10
Cc1cccc(-c2ccc(NC(=O)C3CCN(C(=O)c4cscn4)CC3)cc2)c1 | -7&-9 | -10&-4 | 13&-5
CCc1[nH]nc(-c2nn3c(C)nnc3s2)c1C | -3 | / | -9

Next structures follow:
SMILES | hcGAS lum | mcGAS inh | NPYLR7 ag
O=c1[nH]c(-c2cccc(Cl)c2)nc2ccccc12 | -3 | -3 | 8
CNC(=O)[C@@]1(OCc2cccc(F)c2)CC(OCc2cccc(OC(F)(F)F)c2)[C@@H]2OC(C)(C)O[C@@H]2C1 (stereo partly drawn) | 0 | -4 | 5
Cc1cc(C)n2c(NC3CCCCC3)c(-c3ccc(Cl)cc3)nc2n1 | -7 | -4 | 25
O=c1c2c3c(sc2ncn1CC1(O)CCCCC1)CCC3 | 5 | / | -5
N#Cc1cccc(NC(=O)N2[C@@H](c3ccccc3)[C@@H](CO)C[C@]23CCCCN(CCO)C3=O)c1 | -7 | -9 | 0
CC(C)NC(=O)[C@@H]1Cc2nc[nH]c2CN1 | -5 | -6 | -8
CSc1nc(NCC(C)C)c2cnn(CCNC(=O)C3CCCC3)c2n1 | -7 | -7 | /
COc1cc(/C=C/C(=O)O)cc(S(=O)(=O)Nc2ccc(F)cc2)c1OC | -5 | / | 2
Cc1ccc(C(C)C)cc1OCC(=O)N=Nc1c(O)[nH]c2c(C)cccc12 | -7 | -6 | 0
CC(C)=CCC/C(C)=C/CNC(=O)c1ccccc1F | -2 | -6 | -4
Cn1c(=O)c2c(nc(CN3CCC(Cc4ccccc4)CC3)n2CC(=O)c2ccccc2)n(C)c1=O | -1 | / | -5
CCn1c(C(C)N2CCCC2)n[nH]c1=O (stereo not drawn) | -3 | / | -6
CC(C)CCNCC(=O)Nc1ccon1 | -7 | / | 20
COc1cccc(OCC(=O)N2CCC3(CCN(C)C3)CC2)c1 | -2 | / | 16
CCCCC1C(=O)N(C)CCN1C(=O)c1cc(NC(C)=O)ccc1Cl (stereo not drawn) | -2 | -15 | 12
COCCn1c(C)cc(O)c(C(c2cccnc2)N2CCC(Cc3ccccc3)CC2)c1=O (stereo not drawn) | -7 | / | 11
CCCc1cc(C(=O)N2CCCC3(CC2)CNC(=O)O3)cs1 (stereo not drawn) | -1 | / | 1
COc1ccc(NS(=O)(=O)c2ccc(Cl)c(Cl)c2)cc1 | -10 | / | -22
COCC1=NC2(CCN(C(=O)NCCc3ccccc3F)CC2)C(=O)N1 | -2 | -3 | /
COCCCNC(=O)c1cc(-c2ccc(OC)cc2OC)nn1-c1ccc(Cl)c(Cl)c1 | -3 | -3 | -4
Cc1cc2c(cc1O)NC(=O)CC2c1ccc(-c2ccn[nH]2)o1 (stereo not drawn) | -3 | -15 | 3
CN(C)c1ccc(/C=C/C(=O)N(C)C2C3CC4CC(C3)CC2C4)cc1 (stereo not drawn) | -10 | / | 12
O=C(NCCOc1ccccc1)c1cc2n(n1)CCN(Cc1ccc(Cl)c(Cl)c1)C2=O | -3 | -6 | 21
CN(CC1CCCN(CCc2ccc(Cl)cc2)C1)C(=O)c1cnsn1 (stereo not drawn) | -9 | / | 1
O=S(=O)(c1cnc[nH]1)N1CCCc2cccc(Br)c21 | -10 | -15 | 6

Continuation.
SMILES | hcGAS lum | mcGAS inh | NPYLR7 ag
CC1CCCCC1NC(=O)c1cc2c(s1)CSC2 (stereo not drawn) | -5 | / | 16
Cc1ccc(N2CCN(C(=O)CCN3CCCCO3)CC2)c(C)c1 | -7 | -18 | 25
Cc1cc(-n2c(C)cc(C(=O)COC(=O)c3cc(C)oc3C)c2C)no1 | -3 | / | -1
O=C(NC[C@H]1O[C@@H](CO)[C@@H](O)[C@H]1N1CCN(c2cccc(C(F)(F)F)c2)CC1)Nc1ccsc1 | -4 | -8 | -11
Cn1nnc2c(=O)n(CC(=O)N3CCCc4ccccc43)cnc21 | -5 | / | 0
O=C(c1cc([N+](=O)[O-])ccc1Cl)N(Cc1cccnc1)c1nc2c(F)cccc2s1 | -3 | -7 | -8
